Assay outcomes as filed in PubChem BioAssay.
NCI-60 one-dose screen, 48 h, at 10 µM unless noted. Numbers give growth in % (100 = growth as untreated, 0 = no growth, -100 = all killed).
CAKI-1 = CAKI-1 renal cancer | hit rate 4.7% among 75,000 | AID 1794772
RXF 393 = RXF 393 renal cancer cells | AID 1794773 | hit rate 6.9% among 77,000
TK-10 = TK-10 renal cancer cells. hit rate 3.9% among 81,000
SN12C = SN12C renal cancer cells | hit rate 3.8% among 81,000
786-0 = 786-0 renal cancer cells; AID 1794775; hit rate 5.1% among 81,000
PC-3 = PC-3 prostate cancer cells. hit rate 3.9% among 80,000. AID 1794754
UO-31 = UO-31 renal cancer; hit rate 5.2% among 81,000; AID 1794768
A498 = A498 renal cancer cells; hit rate 5.4% among 76,000; AID 1794774
ACHN = ACHN renal cancer; hit rate 4.9% among 81,000
An asterisk follows results filed as active; x = not tested or not shown; & = joins results of further samples; [ ] = dose if it differs, or a comment. Rule for the calls: active = growth percent below 10; inactive = the rest.

Letters – A = CAKI-1; B = RXF 393; C = TK-10; D = SN12C; E = 786-0; F = PC-3; G = UO-31; H = A498; I = ACHN
Structure: O=C1[C@@H]2Cc3c([nH]c4ccccc34)[C@H](c3ccc(Br)cc3)N2C(=O)CN1C1CCN(Cc2c(Cl)cccc2Cl)CC1
  A = 68; B = 120; C = 132; D = 92; E = 100; F = 80; G = 68; H = 103; I = 91

Structure: CC(=O)C(c1ccccc1)(c1ccccc1C)c1ccccc1C
  A = 81; B = 118; C = 96; D = 109; E = 100; F = 91; G = 67; H = 80; I = 104

Structure: CC(C)C(=O)Nc1cccc(C(=O)NC(=S)Nc2ccc(C(=O)O)cc2)c1
  A = 98[100 µM]; B = 108[100 µM]; C = 159[100 µM]; D = 119[100 µM]; E = 108[100 µM]; F = 103[100 µM]; G = 89[100 µM]; H = 114[100 µM]; I = 107[100 µM]

Structure: Cc1nn(-c2ccccc2)c2nc3c(c(-c4ccc(Cl)cc4)c12)CNC1(N3)C(=O)N(Cc2ccccc2)c2ccccc21 (configuration not stated)
  A = 97; B = 87; C = 120; D = 93; E = 113; F = 69; G = 81; H = 101; I = 93

Structure: NC(=O)N(Cc1ccccc1)Cc1ccccc1
  A = 103; B = 111; C = 94; D = 102; E = 107; F = 99; G = 86; H = 96; I = 109

Structure: Cc1ccc2sc3c(NCCN)nc4ccccc4c3c(=O)c2c1
  A = 43; B = 90; C = 96; D = 69; E = 88; F = 79; G = 51; H = 62; I = 66

Structure: c1ccc(-n2cc3c(c2)-c2oncc2CC3)cc1
  A = 82; B = 98; C = 148; D = 101; E = 93; F = 92; G = 79; H = 77; I = 103

Structure: COc1ccc(/C=C2\COc3ccc(-c4ccccc4)cc3C2=O)cc1O
  A = 126; B = x; C = 68; D = 31; E = -22*; F = 28; G = 41; H = 56; I = 47

Structure: CCN(CCO)C(C(=O)c1ccccc1)c1ccc(Cl)cc1 (configuration not stated)
  A = 93; B = 104; C = 92; D = x; E = 89; F = 88; G = 92; H = 92; I = 103

Structure: O=c1c2cc(F)ccc2sc2c(-n3cccc3)nc3ccccc3c12
  A = 78; B = 84; C = 114; D = 82; E = 82; F = 88; G = 72; H = 82; I = 65

Structure: CC1(C)CC[C@]2(C=O)CC[C@]3(C)C(=CC[C@@H]4[C@@]5(C)CCC(=O)C(C)(C)[C@@H]5CC[C@]43C)[C@@H]2C1
  A = 46; B = 104; C = 108; D = 93; E = 104; F = 71; G = 89; H = 94; I = 89

Structure: Cc1ccc(-n2nc(C(=O)NCCC(=O)O)nc2-c2ccccc2)cc1
  A = 93; B = x; C = 89; D = 106; E = 101; F = 100; G = 85; H = 108; I = 105

Structure: Nc1c(C(=O)Nc2cccc(Br)c2)sc2nc3c(cc12)C(=O)CCC3
  A = 64; B = -1.1*; C = 69; D = 45; E = 52; F = 14; G = 57; H = -4.0*; I = 59

Structure: O=Cc1cc(Cl)cc(Cl)c1O
  A = 97; B = 126; C = 108; D = 100; E = 99; F = 91; G = 92; H = 99; I = 108

Structure: CCCSc1ccc([N+](=O)[O-])cc1[N+](=O)[O-]
  A = 105; B = 115; C = 101; D = 104; E = 102; F = 94; G = 91; H = 96; I = 107

(more compounds)
Letters – A = CAKI-1; B = RXF 393; C = TK-10; D = SN12C; E = 786-0; F = PC-3; G = UO-31; H = A498; I = ACHN
Structure: CCCC1OC(c2ccc(OC)cc2)OCC1CC (configuration not stated)
  A = 97; B = 116; C = 111; D = 111; E = 98; F = 107; G = 87; H = 91; I = 102

Structure: Cc1ccc(S(=O)(=O)NCCCNc2nccc(-c3c(-c4cccc(F)c4)nc4occn34)n2)cc1
  A = 53; B = 78; C = 80; D = 70; E = 73; F = 44; G = 44; H = 58; I = 81

Structure: O=C(N/N=C/c1ccc(Cl)s1)c1[nH]c2ccc(Br)cc2c1-c1ccccc1
  A = 24; B = 72; C = 111; D = 50; E = 7.9*; F = 30; G = 46; H = x; I = 25

Structure: COc1ccc2[nH]c(O)c(N=NC(=O)c3cc(-c4ccc(C)cc4)nc4ccccc34)c2c1
  A = 96; B = 92; C = 117; D = 92; E = 97; F = 94; G = 70; H = 126; I = 81

Structure: COc1ccc(COc2ccc(/C=C3/C(=O)Nc4cc(Cl)ccc43)cc2)cc1
  A = 88; B = 105; C = x; D = 94; E = 110; F = 86; G = 79; H = 84; I = 96

Structure: N#CC1=C(N)Oc2c(ccc(O)c2O)C1c1c[nH]c2ccccc12 (configuration not stated)
  A = x; B = 81; C = 132; D = 78; E = 95; F = 67; G = 55; H = 73; I = 80

Structure: O=c1cc(Cl)c(Cl)nn1-c1ccccc1
  A = 103; B = 110; C = 117; D = 100; E = 91; F = 82; G = 103; H = 98; I = 114

Structure: Nc1c(C(=O)Nc2cc(Cl)cc(Cl)c2)sc2nc3c(cc12)C(=O)CCC3
  A = 88; B = 109; C = 107; D = 92; E = 95; F = 89; G = 86; H = 67; I = 104

Structure: COc1ccc(C(=O)c2cc3c(N)c(C(=O)Nc4ccccc4)sc3nc2C)cc1
  A = 40; B = -2.8*; C = 65; D = 32; E = 46; F = 24; G = 52; H = -1.6*; I = 43

Structure: CC(=O)Oc1ccccc1C(=O)N=C1[Se]CCN1C(=O)c1ccccc1OC(C)=O
  A = -98*; B = -73*; C = -72*; D = -30*; E = -96*; F = -50*; G = -91*; H = -94*; I = -91*

Structure: CCOC(=O)c1nc(Nc2ccc(NC(=O)Nc3cccc(C(F)(F)F)c3)cc2)c2ccccc2n1
  A = 92; B = 107; C = 119; D = 95; E = 102; F = 102; G = 77; H = 92; I = 100

Structure: O=C1NS(=O)(=O)c2ccccc21
  A = 107&89; B = 108&115; C = 109&90&128; D = 102&106&84; E = 110&99; F = 102&108&98; G = 87&91&91; H = 106&95&105; I = 105&99

Structure: COc1cc(OC)cc(C2CC(=O)Nc3c2c(C)nn3-c2nc3ccccc3[nH]2)c1 (configuration not stated)
  A = 30; B = -0.8*; C = 24; D = 20; E = 25; F = 26; G = 13; H = -10*; I = 19

Structure: CN(C)c1ccnc(CNCCSC2(c3ccc(C(F)(F)F)cc3)c3ccccc3C=Cc3ccccc32)c1
  A = 6.8*; B = -27*; C = 12; D = x; E = -22*; F = -3.5*; G = 18; H = 22; I = 13

Structure: Cc1ccc(Cc2cnc(NC(=O)CCN3C(=O)/C(=C/c4ccccc4)SC3=S)s2)cc1
  A = 91; B = 103; C = 99; D = 97; E = 99; F = x; G = 83; H = 106; I = 100

The list goes on.
Letters – A = CAKI-1; B = RXF 393; C = TK-10; D = SN12C; E = 786-0; F = PC-3; G = UO-31; H = A498; I = ACHN
Structure: CCN1CCN(c2ncnc3cc(OC)c(OC)cc23)CC1
  A = 103; B = 113; C = 103; D = 109; E = 105; F = 106; G = 89; H = 106; I = 112

Structure: CC(C)c1ccc(C2CCCCC2O)cc1 (configuration not stated)
  A = 95; B = 113; C = 109; D = 99; E = 94; F = 104; G = 86; H = x; I = 111

Structure: Clc1ccc2nc(-c3ccc(-c4nnc(SCc5ccccc5)o4)cc3)[nH]c2c1
  A = 98; B = 95; C = 104; D = 90; E = 104; F = 86; G = 84; H = 137; I = 104

Structure: COc1cccc(-c2nn(C(C)(C)C)cc2-c2ccnc(NCCNS(=O)(=O)c3cccc(F)c3)c2)c1
  A = 91; B = 113; C = 95; D = 102; E = 103; F = 105; G = 98; H = 89; I = 102

Structure: CSc1ncc(Br)c(Sc2nc(N)nc3nc[nH]c23)n1
  A = 26; B = 82; C = 49; D = 68; E = 24; F = 78; G = 57; H = 98; I = 81

Structure: CC[C@]12C=CCN3CC[C@@]4(c5ccc(OC)cc5N(C)[C@H]4[C@@](O)(C(=O)OC)[C@@H]1OC(=O)CCC[P+](c1ccc(OC)cc1)(c1ccc(OC)cc1)c1ccc(OC)cc1)[C@@H]32
  A = -93*; B = -93*; C = -91*; D = -93*; E = -90*; F = -79*; G = -57*; H = -83*; I = -96*

Structure: O=C(Nc1cnc(Cl)nc1Nc1ccc2c(ccn2Cc2cccc(F)c2)c1)c1ccccn1
  A = 40; B = x; C = 99; D = 74; E = 82; F = 63; G = 42; H = 54; I = 60

Structure: COc1ccc(CCNC(=S)NN)cc1OC
  A = 108; B = 200; C = 120; D = 117; E = 109; F = 101; G = 90; H = 106; I = 102

Structure: O=C(O)CCN(CCC(=O)O)S(=O)(=O)c1ccccc1
  A = 101; B = 108; C = 104; D = 103; E = 106; F = 98; G = 84; H = 99; I = 116

Structure: Cc1nc2sc3c(=O)[nH]c(CC(=O)O)nc3c2c(C)c1Br
  A = x; B = 102; C = 125; D = 98; E = 108; F = 94; G = 87; H = 87; I = 108

Structure: C#C[C@]1(O)CC[C@H]2[C@@H]3CC=C4c5sc(Nc6ccc(C)cn6)nc5CC[C@]4(C)[C@H]3CC[C@@]21C
  A = -74*; B = -79*; C = 19; D = 46; E = -53*; F = -27*; G = -64*; H = -26*; I = 17

Structure: COc1ccc(-c2nnc(/N=C3/C(=O)Nc4ccccc43)o2)cc1
  A = 91; B = 113; C = 171; D = 99; E = 99; F = 96; G = 81; H = 93; I = 95

Structure: C=C(C)[C@@H]1CC[C@]2(C)[C@H](C(=O)C=C3[C@@H]4C[C@](C)(C(=O)OC)CC[C@]4(C)CC[C@]32C)[C@@]1(C)CC/C(N)=N/O
  A = 91; B = 121; C = 124; D = 114; E = 104; F = 80; G = 98; H = 144; I = 108

Structure: N#Cc1ccc(C(=O)c2c(N)c(C#N)cn2Cc2ccc(Cl)cc2Cl)cc1
  A = 88; B = 104; C = 92; D = 108; E = 95; F = 108; G = 75; H = 100; I = 104

Structure: COc1cc(/C=C2\SC(N3CCCCC3)=NC2=O)ccc1OCCOc1ccc(/C=C2\SC(N3CCCCC3)=NC2=O)cc1OC
  A = 117; B = 117; C = x; D = 105; E = 134; F = 127; G = 104; H = 85; I = 96

8 structures from above, sorted by length of the SMILES, descending.
Letters – A = CAKI-1; B = RXF 393; C = TK-10; D = SN12C; E = 786-0; F = PC-3; G = UO-31; H = A498; I = ACHN
Structure: CC[C@]12C=CCN3CC[C@@]4(c5ccc(OC)cc5N(C)[C@H]4[C@@](O)(C(=O)OC)[C@@H]1OC(=O)CCC[P+](c1ccc(OC)cc1)(c1ccc(OC)cc1)c1ccc(OC)cc1)[C@@H]32
  A = -93*; B = -93*; C = -91*; D = -93*; E = -90*; F = -79*; G = -57*; H = -83*; I = -96*

Structure: C=C(C)[C@@H]1CC[C@]2(C)[C@H](C(=O)C=C3[C@@H]4C[C@](C)(C(=O)OC)CC[C@]4(C)CC[C@]32C)[C@@]1(C)CC/C(N)=N/O
  A = 91; B = 121; C = 124; D = 114; E = 104; F = 80; G = 98; H = 144; I = 108

Structure: C#C[C@]1(O)CC[C@H]2[C@@H]3CC=C4c5sc(Nc6ccc(C)cn6)nc5CC[C@]4(C)[C@H]3CC[C@@]21C
  A = -74*; B = -79*; C = 19; D = 46; E = -53*; F = -27*; G = -64*; H = -26*; I = 17

Structure: COc1cccc(-c2nn(C(C)(C)C)cc2-c2ccnc(NCCNS(=O)(=O)c3cccc(F)c3)c2)c1
  A = 91; B = 113; C = 95; D = 102; E = 103; F = 105; G = 98; H = 89; I = 102

Structure: O=C(Nc1cnc(Cl)nc1Nc1ccc2c(ccn2Cc2cccc(F)c2)c1)c1ccccn1
  A = 40; B = x; C = 99; D = 74; E = 82; F = 63; G = 42; H = 54; I = 60

Structure: COc1ccc(-c2nnc(/N=C3/C(=O)Nc4ccccc43)o2)cc1
  A = 91; B = 113; C = 171; D = 99; E = 99; F = 96; G = 81; H = 93; I = 95

Structure: Cc1nc2sc3c(=O)[nH]c(CC(=O)O)nc3c2c(C)c1Br
  A = x; B = 102; C = 125; D = 98; E = 108; F = 94; G = 87; H = 87; I = 108

Structure: CC(C)c1ccc(C2CCCCC2O)cc1 (configuration not stated)
  A = 95; B = 113; C = 109; D = 99; E = 94; F = 104; G = 86; H = x; I = 111

Next part.
Letters – A = CAKI-1; B = RXF 393; C = TK-10; D = SN12C; E = 786-0; F = PC-3; G = UO-31; H = A498; I = ACHN
Structure: COc1cc(NCC(=O)Nc2cc(Nc3ccc(Cl)cc3)ncn2)c(Cl)c(OC)c1Cl
  A = x; B = 103; C = 121; D = 94; E = 107; F = 87; G = 66; H = 67; I = 94

Structure: NS(=O)(=O)c1ccc(N/C=C/C(=O)c2cc3cc(Br)ccc3oc2=O)cc1
  A = 87; B = 102; C = 85; D = 99; E = 94; F = 101; G = 77; H = 97; I = 103

Structure: Cc1ccc(C(=O)N=c2n(-c3ccccc3)nc3n2CCN3C2=NCCN2)cc1
  A = 87; B = 82; C = 105; D = 94; E = 85; F = 90; G = 82; H = 69; I = 97

Structure: O=C(CSc1nnc2n3c(nn12)SCC(c1ccccc1)=N3)c1ccc(C(F)(F)F)cc1
  A = 94; B = 99; C = 117; D = 100; E = 103; F = 109; G = 90; H = 61; I = 108

Structure: C[C@H](c1nc2ccccc2s1)[C@H]1CC[C@H]2[C@@H]3CCC4=CC(=O)CC[C@]4(C)[C@H]3CC[C@]12C
  A = 72; B = 108; C = 101; D = 90; E = 100; F = 77; G = 69; H = 101; I = 96

Structure: CSC1NC(C)=C(C(C)=O)C(c2ccccc2)N1 (configuration not stated)
  A = 87; B = 57; C = 69; D = 84; E = 92; F = 100; G = 66; H = 57; I = 102

Structure: CCOC(=O)c1cnn(CC(O)CC)c1NC(=O)NCc1ccccc1F (configuration not stated)
  A = 90; B = 108; C = 83; D = 97; E = 99; F = 99; G = 83; H = 95; I = 102

Structure: O=S(=O)(O)Sc1ccccc1
  A = 106; B = 124; C = 123; D = 109; E = 102; F = 99; G = 78; H = 110; I = 102

Structure: O=C1/C(=C/c2ccccc2F)Cc2ccccc21
  A = 94; B = 94; C = 88; D = 95; E = 90; F = 69; G = 88; H = 91; I = 97

Structure: N#CCCN(CCC#N)Cc1c(O)ccc2ccccc12
  A = 93; B = 119; C = 102; D = 110; E = 114; F = 74; G = 69; H = 83; I = x

Structure: N#Cc1c(-c2cccs2)nc(NCCO)[nH]c1=O
  A = 94; B = 107; C = 102; D = 99; E = 104; F = 90; G = 89; H = 120; I = 100

Compounds as they come; overall some 11% were active at least once.
